HIF activator: HIF pathway transcriptional activators, primary screen, cell-based, U2OS HRE-luciferase, luminescence | U2OS HRE-luciferase reporter; normalized: DMSO 0%, desferrioxamine 100% | activation, % at 7.5 µM (by protocol) | actives 0.32% (n = 300,000) | AID 1910, 2009;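 active = mean activation of at least 10% of the iron chelator positive control signal, with at least half of replicates also reaching 10%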
TRPC6 inhibitor: mouse TRPC6 channel inhibitors, primary screen, cell-based, HEK293, membrane potential dye | Short transient receptor potential channel 6 (Mus musculus), Q61143 | ACh-evoked depolarization; hits give low values | B-score at 10 µM | actives 1.1% (n = 310,000);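 active = B-score under library mean minus 3 SD, initial fluorescence not abnormally high, positive integrated signal ratio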;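 also: B-score derived from integrated fluorescence ratio over the kinetic read; more negative B-score means stronger inhibition of depolarization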
Target sequence (Q61143 whole entry, looked up): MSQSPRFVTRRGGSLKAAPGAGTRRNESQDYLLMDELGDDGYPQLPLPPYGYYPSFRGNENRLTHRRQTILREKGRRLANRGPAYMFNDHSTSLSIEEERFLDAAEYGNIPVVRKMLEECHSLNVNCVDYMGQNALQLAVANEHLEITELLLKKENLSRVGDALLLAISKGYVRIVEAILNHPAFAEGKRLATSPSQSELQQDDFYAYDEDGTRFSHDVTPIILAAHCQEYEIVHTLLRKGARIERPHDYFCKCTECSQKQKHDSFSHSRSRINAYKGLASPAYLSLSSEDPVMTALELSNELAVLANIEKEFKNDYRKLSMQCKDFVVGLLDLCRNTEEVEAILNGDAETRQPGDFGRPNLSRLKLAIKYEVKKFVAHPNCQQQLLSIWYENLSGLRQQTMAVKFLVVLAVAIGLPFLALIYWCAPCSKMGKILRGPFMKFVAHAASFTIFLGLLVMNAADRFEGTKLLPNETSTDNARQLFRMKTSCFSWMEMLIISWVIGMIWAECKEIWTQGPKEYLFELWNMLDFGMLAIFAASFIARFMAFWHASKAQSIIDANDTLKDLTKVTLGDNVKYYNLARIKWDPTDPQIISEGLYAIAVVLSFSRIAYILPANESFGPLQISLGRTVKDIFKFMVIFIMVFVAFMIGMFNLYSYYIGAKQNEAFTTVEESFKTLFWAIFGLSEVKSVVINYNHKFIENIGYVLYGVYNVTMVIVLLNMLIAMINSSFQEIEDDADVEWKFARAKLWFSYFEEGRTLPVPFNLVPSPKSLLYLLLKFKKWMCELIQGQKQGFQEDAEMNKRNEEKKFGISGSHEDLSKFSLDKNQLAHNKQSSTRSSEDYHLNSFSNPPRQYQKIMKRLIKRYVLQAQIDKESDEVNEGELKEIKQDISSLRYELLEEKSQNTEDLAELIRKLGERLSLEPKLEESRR
KLF5 inhibitor: KLF5 expression inhibitors, primary screen, DLD-1 cells, luminescence | DLD-1 KLF5 promoter-luciferase reporter | inhibition, % at 5 µM | actives 0.23% (n = 290,000) | AID 1700, 2009;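 active = inhibition above a per-plate limit of that plate's mean compound inhibition plus 3 SD, cut at about 60% in these data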;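 also: 0% = DMSO wells and 100% = LY294002 at 200 µM; higher means less KLF5 promoter-driven luciferase light; inactives centre near -14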
TRPC4 agonist: activators of mouse TRPC4 channel, primary screen, Fluo4 calcium, HEK293 TRPC4beta/mu-opioid cells | Short transient receptor potential channel 4 (Mus musculus), Q9QUQ5 | Fluo4 calcium fluorescence; hits give high values | B-score at 10 µM | actives 0.49% (n = 310,000) | AID 2237, 2010;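 active = B-score above 5 SD of library B-scores, and initial fluorescence ratio not above library mean plus 5 SD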;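 also: positive B-score marks a calcium rise read as TRPC4 activation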
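System – HEK293 cells stably co-expressing mouse TRPC4beta and mu-opioid receptor · Signal – Fluo4 calcium-sensitive dye fluorescence, kinetic, 1 Hz baseline · Benchmarks – buffer (low) and maximal DAMGO (high) · Read-out – B score of integrated fluorescence ratio per well · Incubation – dye loading 45 min room temperature, 110 s kinetic read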
MrgX1 antag: antagonists of human MrgX1 receptor, primary screen, HEK293 cells, Fluo-4 calcium flux. Mas-related G-protein coupled receptor member X1 (Homo sapiens), Q96LB2. BAM8-22 antagonism; hits give low values. actives 1.3% (n = 310,000). AID 588676, 2011. B-score at 10 µM;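 active = calcium-response B-score plate-corrected more than 3 library SD below zero, starting fluorescence within 5 deviations, no agonist response on first addition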;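 also: peak minus trough fluorescence over baseline after final BAM8-22 challenge near maximal dose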
aSyn 5UTR inh: MLPCN primary screen, SNCA 5' untranslated region; alpha-synuclein 5'UTR reporter, inhibitor activity; inhibition, % (tested at 7.5 µM); actives 0.82% (n = 300,000); AID 1813, 2009; in the data active = inhibition above about 60%;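 also: H4 neuroglioblastoma cells stably carrying SNCA 5'UTR luciferase fusion; 0% = DMSO wells and 100% = positive control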
TRPC4 potent: positive allosteric modulators of TRPC4, primary screen, cell-based, mouse TRPC4beta, HEK293 mu-opioid, Fluo-4 calcium; DAMGO EC20, Fluo-4 Ca2+ flux; hits give high values; actives 0.42% (n = 310,000); B-score at 10 µM;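 active = B-score of calcium response area above 5 SD of library B-scores, with initial fluorescence ratio within 5 SD of library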;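 also: B-score of integrated fluorescence ratio over time as area under calcium response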
SKKanGAS inh: S. pyogenes SKKanGAS growth inhibitors in kanamycin, primary screen, streptokinase expression inhibitor project, SKKanGAS strain, BacTiter-Glo luminescence; 6 h; inhibition, % at 7.5 µM; actives 1.3% (n = 300,000);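 active = mean replicate score, as percent of positive control median, at least 50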;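 also: strain carries kanamycin resistance gene driven by streptokinase promoter and grows in 40 µg/ml kanamycin; loss of luminescence reflects streptokinase promoter inhibition or plain growth inhibition; 0% = median of DMSO wells and 100% = positive control at its reference dose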
IEC-6 cytotox: cytotoxicity in IEC-6 intestinal epithelial cells, primary screen, cytotoxicity control for KLF5 inhibitor project, cell-based, luminescence; actives 0.78% (n = 290,000); IEC-6 cytotoxicity, luminescence viability; AID 1825, 2009; inhibition, % at 5 µM; in the data active = inhibition above about 22%;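 also: 0% = plate median of test compound wells and 100% = cytotoxic reference compound wells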
TRPC6 activator: mouse TRPC6 channel activators, primary screen, cell-based, HEK293, membrane potential dye; Short transient receptor potential channel 6 (Mus musculus), Q61143; HEK293-TRPC6 membrane potential dye fluorescence; hits give high values; B-score at 10 µM; actives 0.13% (n = 310,000); AID 2550, 2010;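 active = B-score of the integrated fluorescence ratio above library mean plus 3 SD, and starting fluorescence ratio within library mean plus 5 SD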;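 also: higher score means more depolarization so channel activation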
TRPC4 block: inhibitors of mouse TRPC4 channel, primary screen, Fluo4 calcium, HEK293 TRPC4beta/mu-opioid cells | B-score at 10 µM | Short transient receptor potential channel 4 (Mus musculus), Q9QUQ5 | DAMGO-evoked Fluo4 calcium flux; hits give low values | actives 0.39% (n = 300,000);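 active = B-score over 3 SD under the library average, no early fluorescence shift, positive overall ratio signal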
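Assay system: Stable TRPC4beta/mu-opioid receptor HEK293 cells | Reagent: DAMGO in two steps, submaximal then maximal | Compound dosing: Single concentration per test compound | Signal: Fluo4 Ca2+ flux fluorescence | Evaluation: Per-well B score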
* hit, by the source's call; i = inactive; . = not tested or not shown.

SMILES | HIF activator | TRPC6 inhibitor | KLF5 inhibitor | TRPC4 agonist | MrgX1 antag | aSyn 5UTR inh | TRPC4 potent | SKKanGAS inh | IEC-6 cytotox | TRPC6 activator | TRPC4 block
COc1cccc(CC(=O)OCC(=O)NC(Cc2ccccc2)C(C)=O)c1 (stereo not drawn) | 0.3 | i | . | i | i | 3 | i | 1 | . | i | i
O=C(CN1C(=O)NC2(CCc3ccccc32)C1=O)Nc1ccc(N2CCOCC2)cc1 (stereo not drawn) | -0.7 | i | -22 | i | i | -20 | i | -7 | -6 | i | i
Cc1nc(NC(=O)C2CCCCC2)sc1C | 3.6 | i | -53 | i | i | -136 | i | 1 | -12 | i | i
CCCCCOC(=O)NCC(O)c1ccccc1 (stereo not drawn) | 1.2 | i | -129 | i | i | -128 | i | 7 | 3 | i | i
COc1cccc2cc(C(C)N(CCCN3CCOCC3)C(=S)Nc3cc(C)ccc3C)oc12 (stereo not drawn) | -0.1 | i | 18 | i | i | -7 | i | -7 | 3 | i | i
O=C(Cc1ccc(Cl)cc1Cl)NC1CCCCCC1 | 0.3 | i | -17 | i | i | -26 | i | -4 | 4 | i | i
CC(=O)c1ccc(N(CC(=O)NC2CCCCC2)C(=O)c2csnn2)cc1 | 0.1 | i | 5 | i | i | -36 | i | 16 | 2 | i | i
COc1cccc(OCc2cc(/C=N/Nc3ccc(C(=O)O)cc3)ccc2OC)c1 | -0.4 | i | 17 | i | i | -92 | i | 10 | 28* | i | i
COc1ccc2cc(C(=O)C3CCCN(C(=O)CCc4ccccn4)C3)ccc2c1 (stereo not drawn) | 0.3 | i | -34 | i | i | -93 | i | 4 | 9 | i | i
CCCC(=O)Nc1nnc(SCC(=O)NCc2cccs2)s1 | 0.5 | i | 17 | i | i | 9 | i | 5 | 8 | i | i
CS(=O)(=O)N(CC(=O)NCc1ccccc1)c1ccc(Cl)cc1 | -0.9 | i | -38 | i | i | -7 | i | 5 | 0 | i | i
COc1ccc(N2CCN(C(=O)CCN3C(=O)C4C5C=CC(C5)C4C3=O)CC2)cc1 (stereo not drawn) | 0.3 | i | -14 | i | i | -11 | i | -1 | 1 | i | i
COc1cc(Cn2cnnn2)ccc1O | 0.4 | i | -10 | i | i | 24 | i | 0 | 0 | i | .
Cc1cccc(OCCN2CCOCC2)c1C | -0.8 | i | -21 | i | i | 5 | i | 4 | 7 | i | i
Cc1ccc(C(=O)Nc2cc([N+](=O)[O-])ccc2C)cc1 | 0.1 | i | -21 | i | i | -9 | i | -7 | 2 | i | i

Not a retest: six of the compounds above.
SMILES | HIF activator | TRPC6 inhibitor | KLF5 inhibitor | TRPC4 agonist | MrgX1 antag | aSyn 5UTR inh | TRPC4 potent | SKKanGAS inh | IEC-6 cytotox | TRPC6 activator | TRPC4 block
COc1cccc(CC(=O)OCC(=O)NC(Cc2ccccc2)C(C)=O)c1 (stereo not drawn) | 0.3 | i | . | i | i | 3 | i | 1 | . | i | i
O=C(CN1C(=O)NC2(CCc3ccccc32)C1=O)Nc1ccc(N2CCOCC2)cc1 (stereo not drawn) | -0.7 | i | -22 | i | i | -20 | i | -7 | -6 | i | i
Cc1nc(NC(=O)C2CCCCC2)sc1C | 3.6 | i | -53 | i | i | -136 | i | 1 | -12 | i | i
CCCCCOC(=O)NCC(O)c1ccccc1 (stereo not drawn) | 1.2 | i | -129 | i | i | -128 | i | 7 | 3 | i | i
COc1cccc2cc(C(C)N(CCCN3CCOCC3)C(=S)Nc3cc(C)ccc3C)oc12 (stereo not drawn) | -0.1 | i | 18 | i | i | -7 | i | -7 | 3 | i | i
O=C(Cc1ccc(Cl)cc1Cl)NC1CCCCCC1 | 0.3 | i | -17 | i | i | -26 | i | -4 | 4 | i | i

Continuation:
SMILES | HIF activator | TRPC6 inhibitor | KLF5 inhibitor | TRPC4 agonist | MrgX1 antag | aSyn 5UTR inh | TRPC4 potent | SKKanGAS inh | IEC-6 cytotox | TRPC6 activator | TRPC4 block
Brc1ccccc1C1=Nn2c(nnc2-c2ccco2)SC1 | 0.0 | i | -8 | i | i | 14 | i | -3 | 2 | i | i
CCc1ccc(C(=O)COC(=O)CNC(=O)c2cccs2)cc1 | -0.3 | i | -16 | i | -6.2* | 11 | i | -8 | -3 | i | i
COc1cc(/C=C2\C(=O)ON=C2c2ccc(Cl)cc2)ccc1O | 0.3 | i | . | i | i | -25 | i | -3 | . | i | i
FC(F)(F)c1nc2ncc(Cl)cc2[nH]1 | -0.2 | i | 19 | i | i | 0 | i | -12 | -2 | i | i
Cc1ccc(C(C)(c2ccc(N)cc2)c2ccc(N)cc2)cc1 | 0.0 | i | . | i | i | -2 | i | -5 | . | i | i
O=c1ccnc(Nc2ccc([N+](=O)[O-])cc2)[nH]1 | -0.2 | i | . | i | i | -10 | i | -6 | . | i | i
CC(C)NC(=O)NC(=O)COC(=O)c1ccc(F)cc1F | 0.3 | i | 6 | i | i | 5 | i | -4 | -1 | i | i
O=C(CC1C(=O)NCCN1CC(c1ccccc1)c1ccccc1)NCC1CCOCC1 (stereo not drawn) | 1.8 | i | -15 | i | i | -3 | i | 7 | -1 | i | i
CCn1c(C)c(C)c2cc(C(=O)NCCCN3CCN(C)CC3)ccc21 | -0.4 | i | -41 | i | i | 6 | i | -2 | -4 | i | i
CCOc1ccc(CNC(=O)c2ccc(NC(=O)C3=CSCCO3)cc2)cc1 | 1.3 | i | -38 | i | i | -27 | i | 9 | 10 | i | i
Cn1c(=O)n(C)c2cc(NC(=O)c3ccccc3[N+](=O)[O-])c(Br)cc21 | 0.1 | i | -34 | i | i | -17 | i | 0 | -2 | i | i
NS(=O)(=O)c1ccc(S(=O)(=O)c2ccccc2)nc1 | . | i | . | i | i | . | i | -8 | . | i | i
COc1cc(OC)cc(-c2nc(=S)n3ccsc3n2)c1 | 2.3 | i | -8 | i | i | -78 | i | -5 | 9 | i | i
CCN(CC)C(=O)CN1C(=O)C2CC=C(Cl)CC2C1=O (stereo not drawn) | -0.2 | i | -22 | i | i | -3 | i | -9 | 0 | i | i
CN(CCC#N)C(=O)COC(=O)/C=C/c1ccc2c(c1)OCO2 | -0.5 | i | -13 | i | -6* | -34 | i | 1 | -4 | i | i
O=C(/C=C/c1ccccc1)NC1CCS(=O)(=O)C1 (stereo not drawn) | -0.1 | i | -24 | i | i | -5 | i | 2 | 3 | i | i
CCCCSc1nc2ccc(Nc3nc(N4CCOCC4)nc(N4CCOCC4)n3)cc2s1 | 1.7 | i | 12 | i | i | -14 | i | 36 | 1 | i | i
COc1ccc(-c2nc(/C=C3\C(C)=Nc4ccccc43)c(O)o2)cc1 | 1.6 | i | -19 | i | -4.8* | -20 | i | 58* | 4 | i | i
O=S(=O)(c1ccc(-c2ccon2)s1)N1CCN(c2ccccn2)CC1 | -0.1 | i | 16 | i | i | -9 | i | 1 | 3 | i | i
CC(C)(Oc1ccc(Cl)cc1)C(=O)NCc1n[nH]c(=O)c2ccccc12 | 0.4 | i | . | i | i | 14 | i | -14 | . | i | i
CCOC(=O)C1(Cc2cccc(Cl)c2)CCCN(C(=O)c2cc(C(C)C)nn2C)C1 (stereo not drawn) | -0.2 | i | -23 | i | i | -17 | i | 2 | -2 | i | i
COc1ccc(-c2cc(-c3cccs3)c(C#N)c(SCC(=O)NCc3ccccc3OC)n2)cc1 | -0.4 | i | 5 | i | i | -21 | i | 6 | -4 | i | i
COc1cc(OC)c(C#N)c(S(=O)Cc2ccccc2)c1 (stereo not drawn) | 0.4 | i | -10 | i | i | 5 | i | -9 | -2 | i | i
Cc1ccc(C)c(/C=N/n2cc(-c3ccccc3)[nH]c2=S)c1 | 1.0 | i | -1 | i | i | -10 | i | 35 | -2 | i | i
CN(C)c1ccc(NC(=O)Nc2cccc(Cl)c2)cc1 | 3.6 | i | -124 | i | i | -138 | i | 9 | 7 | i | i
CCOC(=O)c1cc(C(C)(C)C)n(CCCN2CCOCC2)c1C | -0.1 | i | -25 | i | i | -33 | i | -2 | 1 | i | i
COc1cccc2cc(/C(C)=N/Nc3nc(-c4cc(C)ccc4C)cs3)c(=O)oc12 | -0.2 | i | 10 | i | i | -17 | i | 0 | 8 | i | i
CC(NC(=O)c1ccco1)C(c1cccs1)N1CCN(c2ccc(F)cc2)CC1 (stereo not drawn) | -0.3 | i | -10 | i | i | 12 | i | 4 | -8 | i | i
O=C(Nc1ccccc1)c1ccc(NCCN2C(=O)CCC2=O)c([N+](=O)[O-])c1 | -0.2 | i | -12 | i | i | -3 | i | -2 | -4 | i | i
O=C1CCc2cc(S(=O)(=O)NC(Cc3ccccc3)C(=O)NCC3CCCO3)ccc2N1 (stereo not drawn) | . | i | -4 | i | i | -1 | i | -4 | 0 | i | i
O=C(NNc1nc2ccccc2s1)c1ccccc1F | 0.5 | i | -42 | i | i | -32 | i | -8 | 6 | i | i
CCOC(=O)c1sc2nc(CC(=O)OC)nc(NCCN(CC)CC)c2c1C | -0.2 | i | 4 | i | i | 3 | i | -4 | 0 | i | i
CCCn1c(C2CC(=O)N(c3ccc(C)cc3)C2)nc2ccccc21 (stereo not drawn) | 0.2 | i | -8 | i | i | 16 | i | -5 | 0 | i | i
CCCN1CCN(C(=S)Nc2ccc([N+](=O)[O-])cc2)CC1 | -0.1 | i | 7 | i | i | -19 | i | -6 | 3 | i | i
Nc1c(-c2ccc(Cl)cc2)cnc2c(-c3ccccc3)cnn12 | 3.0 | i | -176 | i | i | -205 | i | -2 | 1 | i | i
COC(=O)c1cn(C(=O)c2ccco2)c2ccccc12 | . | i | -26 | i | i | . | i | -7 | 2 | i | i
Cc1ccccc1C(=O)NC(=S)Nc1ccc(N2CCN(C(=O)c3ccccc3)CC2)cc1 | -0.1 | i | -6 | i | i | 10 | i | 19 | 3 | i | i

High-throughput results as filed in PubChem BioAssay.
